Assay outcomes deposited in PubChem by National Center for Advancing Translational Sciences (NCATS).
Peg3 imprint: qHTS Assay for Compounds that Induce Erasure of Genomic Imprints. Potency, µM (series often up to 60.7 µM), for the others: top-dose activity change, positive = activation, actives largely listed as activators. mouse ES Peg3-LacZ reporter, beta-gal luminescence, 40 h. 110,000 compounds, 0.02% hits;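 note: 0% = negative control wells on the plate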
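Imprint erasure is scored as LacZ activity from the silenced maternal Peg3 allele in feeder-free female ES cells cultured 40 h with LIF. Luminescence is normalized to in-plate negative controls and fitted to the Hill equation.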
IkB sig inh: IkB Signaling | ABC-DLBCL IkBa-CBG/CBR dual luciferase ratio, 4 h; response scale: scaled: untreated 0%, proteasome inhibitor 100% | Potency, µM (highest dose often 57.1 µM), without a hit: at the top dose IkBa stabilization activation | 110,000 compounds, 0.04% hits; active = well fitted curve in the direction sought with a large enough effect in the signal ratio, not every such curve was filed as active; inconclusive = small, poorly fitted or top-dose-only effect, or a change in a side signal; the % refers to the signal ratio;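 note: the direction sought is a rising ratio; 0% = basal untreated cells and 100% = reference inhibitor full response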
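Curves were fitted separately to fusion (green), unfused (red) and ratio luminescence, then classed by r2, magnitude and activity. Cells: OCI-Ly3, 4 h compound plus doxycycline at 37C; 10 uM MG-132 defined full response.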
p53ts 32C kill: qHTS Screen for Compounds that Selectively Target Cancer Cells with p53 Mutations: Cytotoxicity of p53ts Cells at the Permissive Temperature; 130,000 compounds, 0.93% hits; Potency, µM (highest dose often 46.1 µM), for inactives: at the highest dose activity change, negative = cytotoxicity, hits mostly cytotoxic; H1299-p53A138V at 32C, ATP luminescence viability, 24 h;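 note: 0% = DMSO and -100% = full killing by reference compound; nearly all actives have a fitted effect of over 55% in size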
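H1299-p53 A138V cells (temperature-sensitive p53) exposed 24 h to up to 46 uM compound at 32C, where p53 is wild-type in conformation. Viability read as ATP luminescence and normalised to DMSO and 100 uM tamoxifen. AC50 fitted with the Hill equation.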
p53ts 39C kill: qHTS Screen for Compounds that Selectively Target Cancer Cells with p53 Mutations: Cytotoxicity of p53ts Cells at the Nonpermissive Temperature. 130,000 compounds, 1.5% hits. AID 902, 2007. Potency, µM (titrated, usually from 46.1 µM), inactives show at the top dose activity change, negative = cell killing, usual class: cytotoxic. H1299-p53A138V viability at 39C, ATP luminescence, 24 h; note: nearly all actives have a fitted effect of over 55% in size
An asterisk follows results filed as active; ? = inconclusive; nt = no result given; [ ] = another dose, or the depositor's remark. Unless noted, calls come from the whole dose curve; as a rule, active = well fitted curve in the direction sought with a large enough effect; inconclusive = small, poorly fitted or top-dose-only effect, or another doubt; inactive = no such curve, though single readings can be large; an effect the other way counts as inactive or inconclusive. Unless noted, % is set by controls: 0 for no effect and ±100 for the full control effect; potency is the fitted concentration of half-maximal effect. The order is random (roughly 1.7% active in at least one column).

mol | p53ts 39C kill | Peg3 imprint | p53ts 32C kill | IkB sig inh
O=C(O)CN1C(=O)CNC1=O | 0% | -4% | -4% | 0.9%
Cc1ccc(Cn2c(CNC(=O)c3cccc(C)c3)nc3ccccc32)cc1 | -22% | -6%[10.9 µM] | -11% | 0.4%
COc1ccc(CN2CCN(c3ncccn3)CC2)c(OC)c1 | -6% | -10% | 4% | 1.1%
Cc1ccc(S(=O)(=O)c2[nH]c(-c3ccccc3)nc2SC(C)C(=O)O)cc1 (stereo unspecified) | 16% | -16%[10.9 µM] | 6% | ?
Cc1ccc(NCc2ccccc2-c2nnc(-c3ccccc3Cl)o2)cc1Cl | -15% | -3%[10.9 µM] | -1% | 3.9%
CCOC(=O)C1C(=O)CC(C)(O)C(C(=O)OCC)C1c1ccc(Br)cc1 (stereo unspecified) | 4% | nt | -2% | nt
Cn1c([N+](=O)[O-])cnc1CN1CCN(CCO)CC1 | 16%[9.22 µM] | -11%[10.9 µM] | 6%[9.22 µM] | 1.9%[11.4 µM]
c1ccc(OCc2nnc3sc(C4COc5ccccc5O4)nn23)cc1 (stereo unspecified) | 19% | -1% | 14% | 4.7%
CCN(c1ccccc1)S(=O)(=O)c1nnc(NC(=O)C(C)(C)C)s1 | 5% | -13%[10.9 µM] | 12% | -2.6%
COc1cc(C(=O)Nc2ccc(OCc3cc(=O)n4cc(C)sc4n3)cc2)cc(OC)c1OC | -1% | -12%[10.9 µM] | -4% | -0.7%
CCCc1cc(N2CCN(c3ccc(OC)cc3)CC2)n2cnnc2n1 | -21% | -11%[10.9 µM] | 10% | ?
Cc1cc(-c2ccc(S(=O)(=O)N3CCN(c4ccc(Cl)cc4)CC3)s2)on1 | -22% | -10%[10.9 µM] | -6% | 2.5%
O=C(Cc1ccc(-n2cccc2)cc1)NC1CCCCCC1 | -3% | nt | 13% | nt
COc1ccc(-c2cnc(SCC(=O)Nc3ccc4c(c3)OCO4)n2Cc2ccco2)cc1 | 36%[activator] | -22% | 1% | ?
CC(c1ccccc1)N1C(=O)CC(Sc2ncccc2C(=O)O)C1=O (stereo unspecified) | 0% | 18% | -4% | 2.6%
O=C(CCN1CCN(c2ccccc2F)CC1)Nc1ccc2c(c1)OCO2 | -10% | -15% | 3% | 0.6%
Cc1cccc(-n2c(=O)c3ccccc3n(Cc3ccccc3C#N)c2=O)c1 | 8% | -2%[10.9 µM] | 3% | 2.0%
c1cncc(-c2nc(NCc3cccs3)c3ccccc3n2)c1 | -21% | -4% | 0% | -2.1%[11.4 µM]
O=C1CCc2cc(S(=O)(=O)NC(C(=O)Nc3cccc(F)c3)c3ccccc3)ccc2N1 (stereo unspecified) | -5% | ? | 6% | 0.8%
O=C(N/N=C1/C[C@@H](O)[C@@H](O)[C@@H]2[C@@H]3C(=O)N(C[C@@H]4CCCO4)C(=O)[C@H]3CC[C@H]12)OCc1ccccc1 | 10%[9.22 µM] | nt | 4%[9.22 µM] | nt
Cn1c(=O)oc2cc(S(=O)(=O)N3CCCC(C(=O)NCCN4CCOCC4)C3)ccc21 (stereo unspecified) | 2% | -13% | 0% | 3.6%
Cn1c(=O)c(C(=O)COC(=O)c2cc(-c3ccco3)nc3ccccc23)c(N)n(CC2CC2)c1=O | -10% | -16% | 6% | nt
CCc1nnc(NC(=O)c2nc(SCc3ccccc3F)ncc2Cl)s1 | -18% | -6%[10.9 µM] | 4% | ?
O=C(CSc1oc(-c2ccco2)nc1S(=O)(=O)c1ccc(F)cc1)NCC1CCCO1 (stereo unspecified) | 3% | -3% | 9% | 4.3%
Cc1ccc(Nc2sc(C(=O)c3ccccc3)c(N)c2C(=O)Nc2ccc(Cl)cc2)cc1 | -11% | 6%[10.9 µM] | 8% | ?
COc1ccc(CNC(=O)CCc2c(C)nc3c(c(C)nn3-c3ccccc3)c2C)cc1 | -5% | 10%[10.9 µM] | -5% | ?
COc1ccc(NC(=O)[C@H]2O[C@@H]3OC(C)(C)O[C@@H]3[C@H]3OC(C)(C)O[C@H]32)c(OC)c1 | 15% | 9%[10.9 µM] | -2% | ?
CN(C)C(=O)c1ccc(-c2cncnc2NCc2ccccc2)cc1 | 9% | -5% | -6% | -1.3%[11.4 µM]
O=C(CSc1nnc(-c2ccco2)o1)NC1CCCCCC1 | 4% | 7% | 5% | 0.6%
Cc1ccc(S(=O)(=O)N(CC(=O)N2CCc3ccccc3C2)c2ccc(C)c(C)c2)cc1 | 39%[activator] | -13%[10.9 µM] | 22% | ?
NC(N)=Nc1nc2ccc([N+](=O)[O-])cc2[nH]1 | 12%[9.22 µM] | -27%[10.9 µM] | -4%[9.22 µM] | 0.1%[11.4 µM]
Cc1cc(C)cc(NC(=O)CNS(=O)(=O)c2ccc3nc(C)sc3c2)c1 | 1% | ? | 7% | ?
Cc1nn2c(=O)cc(COC(=O)CNC(=O)c3ccc(F)cc3)nc2s1 | -11% | -10%[10.9 µM] | 1% | -5.9%
O/N=C1/CCSc2ccccc21 | -12% | -9% | -5% | 0.7%
CCOc1ccccc1NS(=O)(=O)c1c(C)nc2sccn2c1=O | -14% | -14%[10.9 µM] | 7% | -0.6%
COC(=O)N1CCC2(CCN(Cc3ccccc3)CC2)CC1 | -7% | nt | -17% | 2.1%[11.4 µM]
CN(Cc1ccccc1)C(=O)C1CCC(CNS(=O)(=O)c2ccc3c(c2)CCCC(=O)N3)CC1 (stereo unspecified) | -34% | -10%[10.9 µM] | 3% | 2.9%
COCCCNc1nc2c(-c3cccc(Br)c3)nnn2c2ccccc12 | -3% | -11%[10.9 µM] | -1% | ?
O=C(Nc1ccccc1)N1CCCC2(CCN(C(=O)c3cc(C(F)(F)F)cc(C(F)(F)F)c3)CC2)C1 | -17% | nt | -3% | 1.4%[11.4 µM]
COc1cccc2c1cc1c(=O)n(CC(=O)NCCCN3CCN(C)CC3)nc(C)n12 | 11% | -12%[10.9 µM] | 1% | 0.7%
Cc1ccc2cc3c(N)c(C(=O)N4CCOCC4)sc3nc2c1 | ? | -80%[inhibitor] | ? | ?
CCc1ccccc1N1CC(c2nc3ccccc3n2Cc2cccc(C)c2)CC1=O (stereo unspecified) | 2% | 8%[10.9 µM] | 9% | ?
CCN1CCN(CCCOc2ccc(-c3ccccc3)cc2)CC1 | -16% | -18% | -17% | 1.3%
Cc1ccc(C(=O)CC2(O)C(=O)N(CCc3ccccc3)c3ccc(Br)cc32)o1 (stereo unspecified) | 4% | -8% | 4% | ?
COc1cc(Cl)c(C)cc1NC(=O)CN1c2ccccc2S(=O)(=O)c2ccccc21 | -3% | -15%[10.9 µM] | 20% | -1.9%
CCC(Sc1nnc(-c2ccc(OC)cc2)c(-c2ccc(OC)cc2)n1)C(=O)Nc1cccc(OC)c1 (stereo unspecified) | 15% | -23%[10.9 µM] | -1% | 1.3%
CCOC(=O)N1CCc2c(sc3c2c(=O)n(Cc2ccccc2)c(=O)n3Cc2cccc(C)c2)C1 | 22% | -12%[10.9 µM] | 9% | -0.7%
CC(=O)Nc1cccc(C(=O)NCc2ccc3c(c2)CCN3C(=O)c2ccc(F)cc2)c1 | -13% | -11%[10.9 µM] | 1% | 7.0%
C=CCn1c(=O)[nH]c2cc(C(=O)N3CCN(c4ccc(C(C)=O)cc4)CC3)ccc2c1=O | -12% | -17% | -5% | ?
CNC(=O)C1(CC(C)C)C=CCN1C(=O)c1ccccc1 (stereo unspecified) | -6% | -1% | -1% | nt
Cc1ccccc1-c1nc(N2CCOCC2)c2ccccc2n1 | -4% | -8% | 9% | -0.4%[11.4 µM]
O=C(NC1CC(=O)N(c2cccc(F)c2)C1)C(c1ccccc1)c1ccccc1 (stereo unspecified) | -1% | -7%[10.9 µM] | -2% | ?
COc1ccc(CNS(=O)(=O)c2ccc(-c3cnc(C4CC4)o3)cc2)cc1 | -24% | 23%[10.9 µM] | -8% | -0.8%
CCCCN1C(=O)c2[nH]nc(-c3ccccc3O)c2C1c1ccc(C(C)(C)C)cc1 (stereo unspecified) | 13µM* | 25%[10.9 µM] | ? | ?
O=C(Cn1nc(C(F)(F)F)c2c1CCC2)NCc1ccc(Cl)cc1 | -6% | nt | 4% | nt
CC(=O)c1cc(C)ccc1OC(=O)c1cccnc1 | 8% | -1% | -6% | 0.3%
COCCn1c(=S)[nH]c2cc(C(=O)N3CCN(Cc4ccc5c(c4)OCO5)CC3)ccc2c1=O | 3% | -16% | -7% | 0.5%
COc1ccc(NC(=O)Cn2c(=O)n(Cc3ccc4c(c3)OCO4)c(=O)c3ccc(C(=O)NC4CCCCC4)cc32)cc1 | 13% | -8%[10.9 µM] | 3% | -1.2%
COc1ccc(CNc2ccnc(-c3ccc(N(C)C)cc3)n2)c(OC)c1 | -4% | ? | -1% | 8.5%[11.4 µM]
CC1(C)NC(=O)N(CNc2cc(Cl)ccc2Cl)C1=O | 1% | 4% | 6% | 1.0%

Nothing new here: an excerpt of the list.
mol | p53ts 39C kill | Peg3 imprint | p53ts 32C kill | IkB sig inh
NC(N)=Nc1nc2ccc([N+](=O)[O-])cc2[nH]1 | 12%[9.22 µM] | -27%[10.9 µM] | -4%[9.22 µM] | 0.1%[11.4 µM]
Cc1cc(C)cc(NC(=O)CNS(=O)(=O)c2ccc3nc(C)sc3c2)c1 | 1% | ? | 7% | ?

Next section.
mol | p53ts 39C kill | Peg3 imprint | p53ts 32C kill | IkB sig inh
COc1ccc(CCNC(=O)c2cc3c(=O)n(C)c4ccccc4c3s2)cc1OC | -7% | -6%[10.9 µM] | 13% | -1.4%
COc1ccc(CCNS(=O)(=O)c2cccc3nsnc23)cc1OC | 10% | -2% | -3% | -2.3%
O=C(O)c1ccccc1 | 0% | 1% | -7%[1.84 µM] | 2.1%
O=C(OCc1ccccc1Cl)c1ccc(-n2cnnc2)cc1 | 6% | -5% | 11% | -4.5%
CN1CCN(c2cc(-c3ccccc3Cl)ncn2)CC1 | 6% | -1% | 7% | -1.0%[11.4 µM]
CN(C1CCCCC1)S(=O)(=O)c1ccc(F)c(C(=O)Nc2ccc(C(F)(F)F)cc2)c1 | -24% | -12%[10.9 µM] | -8% | ?
O=C(NCCN1CCCCCC1)C1CCN(S(=O)(=O)N2CCOCC2)CC1 | -2% | -10% | -15% | -0.2%
CCc1ccc(S(=O)(=O)N(C(=O)c2ccncc2)c2ccc3oc(C)c(C(=O)OC)c3c2)cc1 | -22% | -23%[10.9 µM] | 40%[activator] | ?
COc1cccc(NS(=O)(=O)c2ccc3[nH]cc(C(=O)N4CCCCCC4)c(=O)c3c2)c1 | 38%[activator] | 15%[10.9 µM] | 11% | -2.5%
COc1ccc(-c2onc(C)c2C)cc1S(=O)(=O)NC1CCC(C)CC1 (stereo unspecified) | -24% | -19%[10.9 µM] | 12% | ?
CCOC(=O)c1ccccc1NC(=O)c1c(O)c2ccccc2n(CC)c1=O | -9% | -20% | 10% | ?
Cn1cnc([N+](=O)[O-])c1Nc1ccccc1O | 12% | nt | 9% | nt
CCOCCCn1c(SCC(=O)NCc2ccccc2)nc2c(sc3ccccc32)c1=O | -2% | -8%[10.9 µM] | 6% | -2.0%
COc1ccc2c(c1)C1=NN(/C(C)=C\C(C)=O)C(c3ccccc3)C1CC2 (stereo unspecified) | 10% | nt | 10% | nt
Cc1cc2c(=O)n(Cc3ccco3)c(SCC(=O)NCc3ccco3)nc2s1 | 17% | -21% | 6% | 11%
CC1Cc2ccccc2N1C(=O)C1CCCN(S(=O)(=O)c2cccc3cccnc23)C1 (stereo unspecified) | -16% | -11% | 2% | 1.1%

Three entries already listed, sorted by length of the SMILES, smallest number first.
mol | p53ts 39C kill | Peg3 imprint | p53ts 32C kill | IkB sig inh
Cc1cc(C)cc(NC(=O)CNS(=O)(=O)c2ccc3nc(C)sc3c2)c1 | 1% | ? | 7% | ?
O=C(CSc1oc(-c2ccco2)nc1S(=O)(=O)c1ccc(F)cc1)NCC1CCCO1 (stereo unspecified) | 3% | -3% | 9% | 4.3%
Cn1c(=O)oc2cc(S(=O)(=O)N3CCCC(C(=O)NCCN4CCOCC4)C3)ccc21 (stereo unspecified) | 2% | -13% | 0% | 3.6%
